GSK3 alpha inh: inhibitors of human GSK-3 alpha kinase | P49840 | ADP-Glo luminescence, 60 min | inhibition, % at 10 µM | 0.1% of 320,000 active;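 in the data active means inhibition above about 50%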;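 further: GST-tagged GSK-3 alpha with peptide substrate and 25 µM ATP; 0% = DMSO neutral wells and 100% = GW8510 positive control wells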
Target sequence (P49840 whole entry, looked up): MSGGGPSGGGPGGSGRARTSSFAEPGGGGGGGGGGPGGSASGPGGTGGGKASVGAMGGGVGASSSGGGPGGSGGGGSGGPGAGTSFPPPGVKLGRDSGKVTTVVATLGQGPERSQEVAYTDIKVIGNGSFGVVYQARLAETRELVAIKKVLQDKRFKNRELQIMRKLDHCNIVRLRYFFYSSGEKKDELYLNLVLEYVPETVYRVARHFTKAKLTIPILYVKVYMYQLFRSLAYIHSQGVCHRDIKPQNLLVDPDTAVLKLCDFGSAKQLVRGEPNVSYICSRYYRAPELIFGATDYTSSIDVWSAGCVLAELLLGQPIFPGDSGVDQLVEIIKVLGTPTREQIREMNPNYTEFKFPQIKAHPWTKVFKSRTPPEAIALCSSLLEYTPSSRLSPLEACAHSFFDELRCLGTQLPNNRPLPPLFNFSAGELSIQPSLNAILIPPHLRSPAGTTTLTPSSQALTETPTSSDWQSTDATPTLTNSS
HSF1 inh: HSF1 inhibition | NIH3T3-HGL HSE-luciferase, MG132-induced, luminescence 8 h; stronger effect = lower value | activity change, negative = inhibition, % at 7.5 µM (by protocol) | 0.77% of 300,000 active;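 active means more than half of replicate wells show activity change below -50%, luminescence cut by over half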;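 further: luciferase reports HSF-1 transcriptional activity via heat shock element; 0% = median of DMSO wells and -100% = zero luminescence signal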
GSK3beta inhib: human GSK3beta kinase inhibition | AID 2097 | GST-GSK3beta kinase, ADP-Glo luminescence, 60 min; stronger effect = lower value | 0.038% of 300,000 active | activity score (negative = inhibition), % at 10 µM;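 active means more than half of replicate wells score below -50%, meaning over 50% inhibition versus plate controls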;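 further: 0% = median DMSO wells and -100% = median GW8510 positive control wells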
Target sequence (P49841 whole entry, looked up): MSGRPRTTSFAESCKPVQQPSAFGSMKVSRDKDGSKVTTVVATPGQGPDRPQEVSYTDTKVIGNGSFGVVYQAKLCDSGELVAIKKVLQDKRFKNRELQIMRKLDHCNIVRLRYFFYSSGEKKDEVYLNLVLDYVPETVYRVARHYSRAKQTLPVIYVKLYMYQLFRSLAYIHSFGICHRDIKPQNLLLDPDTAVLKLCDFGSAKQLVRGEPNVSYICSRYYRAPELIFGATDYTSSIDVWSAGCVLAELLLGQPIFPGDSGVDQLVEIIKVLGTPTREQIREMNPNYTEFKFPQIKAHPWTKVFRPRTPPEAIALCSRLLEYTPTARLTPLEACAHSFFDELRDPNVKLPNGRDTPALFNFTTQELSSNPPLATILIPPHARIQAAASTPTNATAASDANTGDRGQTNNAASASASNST
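Test system: GST-fused GSK3beta enzyme, cell-free | Quantity: 1.6 ng GST-GSK3beta enzyme per well | Reagent: 25 µM ATP with peptide substrate | Schedule: 60 min enzyme reaction, room temperature | Signal: Luminescent ADP-Glo measurement of ADP formed | Read-out basis: Score relative to plate controls | Control set: DMSO and 20 µM GW8510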
AI-2 QS mod: modulators of Vibrio harveyi AI-2 quorum sensing system | activity change, % at 7.5 µM | 0.4% of 300,000 active | AID 2094 | Vibrio harveyi JMH597 AI-2 luminescence/OD600 ratio, 9 h; stronger effect = lower value; strain lacks LuxN and CqsS sensors; 0 = neutral-control median; in the data active means activity change below about -75%, passing the limit was not always enough;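 further: luminescence divided by OD600 gain over 9 h not by final OD600 alone; inactives centre near 13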
IEC-6 cytotox: IEC-6 cytotoxicity, counter-screen for KLF5 inhibitors. luminescence viability. inhibition, % at 5 µM. 0.78% of 290,000 active. AID 1825; in the data active means inhibition above about 22%;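 further: 0% = plate median of test compound wells and 100% = cytotoxic reference compound wells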
HIF activator: HIF pathway transcriptional activation; activation, % at 7.5 µM (by protocol); AID 1910; 0.32% of 300,000 active; U2OS HRE-luciferase reporter, luminescence; normalized: DMSO 0%, desferrioxamine 100%;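 active means mean activation of at least 10% of the iron chelator positive control signal, with at least half of replicates also reaching 10%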
HSP90 inh: blocks HSP90-mediated luciferase refolding in reticulocyte lysate | inhibition, % at 5.6 µM | Rabbit reticulocyte lysate, luciferase refolding luminescence, 3 h | AID 1789 | 0.91% of 290,000 active;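 active means inhibition above the screen-wide mean plus 3 SD, computed separately per campaign, cut at about 16% in these data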;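 further: 0% = DMSO wells and 100% = 60 µM geldanamycin wells; inhibitors lower the luminescence because luciferase stays unfolded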
KLF5 inh: kruppel-like factor 5 inhibition; inhibition, % at 5 µM; 0.23% of 290,000 active; DLD-1 KLF5 promoter-luciferase reporter, luminescence;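 active means inhibition above a per-plate limit of that plate's mean compound inhibition plus 3 SD, cut at about 60% in these data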;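 further: 0% = DMSO wells and 100% = LY294002 at 200 µM; higher means less KLF5 promoter-driven luciferase light; inactives centre near -14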
aSyn 5UTR inh: 5' untranslated region of α-synuclein, MLPCN primary screen | alpha-synuclein 5'UTR reporter, inhibitor activity | inhibition, % (tested at 7.5 µM) | 0.82% of 300,000 active; in the data active means inhibition above about 60%;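 further: H4 neuroglioblastoma cells stably carrying SNCA 5'UTR luciferase fusion; 0% = DMSO wells and 100% = positive control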
HSF-1 act: increases HSF-1 driven luciferase reporter signal. NIH3T3-HGL HSF-1 luciferase reporter, MG132, 8 h; 100% = twice DMSO control signal. 1.7% of 300,000 active. activation, % at 9 µM;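 active means mean replicate activation of at least 50% with a set share of replicates each reaching 50%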;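 further: 0% = median of the neutral control wells and 100% = twice that signal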
Numbers without * were called inactive; . = no result given.

A first look, 2 compounds:
SMILES	GSK3 alpha inh	HSF1 inh	GSK3beta inhib	AI-2 QS mod	IEC-6 cytotox	HIF activator	HSP90 inh	KLF5 inh	aSyn 5UTR inh	HSF-1 act
Cc1ccc(N/C(=C\C(=O)c2ccccc2)C(=O)O)cc1	-4	-2	17	3	13	2.3	1	-12	-158	-18
O=C(COc1ccccc1-c1ccccc1)NCc1cccc(Cl)c1	-1	6	-1	9	-1	-0.3	6	-21	38	3

The listing, repeating the preview:
SMILES	GSK3 alpha inh	HSF1 inh	GSK3beta inhib	AI-2 QS mod	IEC-6 cytotox	HIF activator	HSP90 inh	KLF5 inh	aSyn 5UTR inh	HSF-1 act
Cc1ccc(N/C(=C\C(=O)c2ccccc2)C(=O)O)cc1	-4	-2	17	3	13	2.3	1	-12	-158	-18
O=C(COc1ccccc1-c1ccccc1)NCc1cccc(Cl)c1	-1	6	-1	9	-1	-0.3	6	-21	38	3
CC1CCCCC12NC(=O)N(CC(=O)Nc1ccccc1-c1ccccc1)C2=O (stereo unspecified)	0	-4	1	15	-3	-0.1	0	2	18	4
CCN1CCN(C(=O)CCCn2c(C)c3cnn(-c4ccccc4)c(=O)c3c2C)CC1	-1	-6	-2	3	-4	0.1	0	-3	-10	-18
O=P(COCCCCCOCP(=O)(c1ccccc1)c1ccccc1)(c1ccccc1)c1ccccc1	1	14	2	1	4	-1.3	3	3	16	14
CN(C)S(=O)(=O)c1cccc(-c2cn3ccccc3n2)c1	3	6	1	23	7	0.2	3	0	5	7
CCCCNc1c(-c2ccc(-c3cccc(Cl)c3)cc2)nc2ccccn12	-2	21	2	23	.	0.0	.	.	-105	22
NC(=O)c1cc2ccc(O)cc2oc1=NCc1ccccc1	.	5	-4	4	-9	0.6	0	-58	-55	2
CC(C)(C)NC(=O)CN(C(=O)CS(=O)CC(=O)Nc1ccc(F)cc1)c1ccc(Cl)cc1 (stereo unspecified)	1	-6	1	27	-6	-0.4	-3	-11	23	-7
Cn1c(SCC(=O)c2ccccc2)ncc(C(=O)Nc2ccccc2)c1=O	-1	13	0	-3	.	1.2	.	.	-67	11
O=C(NC1CCN(C(=O)NCc2ccccc2)CC1)c1ccco1	0	-13	0	8	0	-0.5	-3	-20	12	9
COc1cccc(CN(C(=O)c2ccco2)C2CCS(=O)(=O)C2)c1 (stereo unspecified)	-19	-3	0	-27	0	0.1	1	-35	16	-9
COc1ccccc1Sc1nc(-c2ccccn2)ncc1OC	7	-12	1	125	13	1.8	0	-27	14	-20
COc1ccc(CCNC(=O)CSc2nc(O)c(CCC(C)C)c(=O)[nH]2)cc1OC	0	-1	0	9	-7	-0.1	-3	9	13	-4
N#Cc1c(NCc2ccccc2)ccnc1NCc1cccnc1	-1	-13	0	16	4	-0.6	-3	-1	18	-12
CSc1ncc(C(=O)Nc2ccc(Cl)cc2)c(C)n1	0	2	-1	17	-2	1.4	-1	-22	-28	0
O=C1C(=O)N(c2ccccn2)C(c2cccc(F)c2)/C1=C(/O)c1ccccc1 (stereo unspecified)	-1	2	-3	6	2	-5.8	-4	-9	9	5
CC(Sc1nnc(-c2ccccc2Br)o1)C(=O)N1CCOCC1 (stereo unspecified)	-2	-1	1	1	0	0.0	-1	-38	5	-2
Brc1ccccc1OCCCCN1CCCCC1	-1	-15	-3	0	8	-0.8	2	-1	-5	1
CC(C)n1cc(C(=O)NC2CC(C)(C)Cc3c2cnn3-c2ccccc2)cn1 (stereo unspecified)	5	3	-3	21	7	0.3	1	-24	15	0
COc1ccc(C(=O)n2c(SC)nc3cc4c(cc32)OCCO4)cc1	-1	24	.	.	0	0.7	0	-17	-25	48
Brc1ccc(OCc2nc(-c3ccccn3)n[nH]2)cc1	-9	5	8	-13	0	1.6	-1	-31	-17	26
COc1cc(C(=O)NCCNc2nc3c(C)c(C)ccc3cc2C#N)cc(OC)c1OC	12	-8	0	5	4	0.6	-4	-41	-1	6
CC(NC(=O)c1cccnc1)c1ccc2c(c1)OCO2 (stereo unspecified)	0	-3	-8	10	-2	0.2	8	-10	0	-20
Cc1ccc(N(Cc2ccccc2)C(=O)c2ccc(Cl)c(S(=O)(=O)N3CCOCC3)c2)cc1	.	26	8	43	.	0.1	.	.	-7	22
CC(C)(C)OC(=O)NC1CC2CCCC(C1)N2Cc1ccccc1 (stereo unspecified)	.	1	-3	11	2	1.5	0	-44	1	19
CCOc1ccccc1NC(=O)NC1CCCc2ccccc21 (stereo unspecified)	-1	-5	-2	14	-5	-0.3	1	-19	17	5
CCOc1ccc(C(=O)C2CCN(CC(=O)Nc3nccs3)CC2)cc1	1	-3	-1	-57	3	-0.1	-3	-13	26	0
O=[N+]([O-])c1ccc(N2CCCC2)nc1	4	-2	-2	12	3	-0.2	0	-21	9	3
CC(C)[C@@H](NC(=O)OC(C)(C)C)C(=O)NCC1CCC(C(=O)N[C@@H](Cc2ccccc2)C(=O)O)CC1 (stereo partly specified)	-1	-12	0	4	3	0.9	-3	-34	1	-21
CCC(C(=O)OCC(=O)Nc1ccc(Cl)c(S(=O)(=O)N(C)C)c1)c1ccccc1 (stereo unspecified)	0	4	4	28	-2	-0.6	2	-19	-4	-4
CC(C)OC(=O)c1cc2ccccc2[nH]1	-1	4	4	21	-3	1.1	3	-28	-84	27
CCOC(=O)c1c(Nc2ccccc2OCCOC)n[nH]c1C	-2	0	3	20	4	-1.1	1	-32	7	6
COc1ccccc1NC(=O)/C=C\C(=O)O	-4	2	0	5	-5	0.0	-2	-17	-3	-2
CSc1nc(C)c(Oc2ccccc2)c(=O)n1C	0	-7	-3	12	11	-6.3	5	-4	13	-13
CCCn1nc(C(=O)OCC(=O)c2ccc3c(c2)NC(=O)CO3)c2ccccc2c1=O	-2	-9	1	15	1	-0.1	2	-21	-2	2
CCOc1ccc(-n2ccc(=O)c(C(=O)Nc3ccc(S(=O)(=O)Nc4nccs4)cc3)n2)cc1	-3	-2	-4	20	2	-0.4	2	-3	-1	-16
Cc1ccc(C(=O)NCc2ccco2)cc1S(=O)(=O)N1CCCCC1	-3	-3	0	11	2	0.0	2	-1	23	4
O=C(NC1CCCCC1)C(c1cccnc1)N(C(=O)CCl)c1ccc(F)cc1 (stereo unspecified)	3	-11	0	21	3	0.7	0	3	-94	-6
CN1c2ccccc2C2(C)CCCC3=Cc4cc([N+](=O)[O-])cc([N+](=O)[O-])c4OC312 (stereo unspecified)	-3	2	-1	38	-3	-0.3	0	-3	17	-2
COc1ccc(OCC(O)Cn2c(N3CCCCC3)nc3c2c(=O)[nH]c(=O)n3C)cc1 (stereo unspecified)	3	1	0	6	5	0.0	2	-10	-2	-5
Cc1ccc(S(=O)(=O)N2CCCCC2)cc1NC(=O)CSc1ncn[nH]1	-3	2	1	7	-2	-0.1	3	-23	-2	-8
O=C(NCc1ccccc1)c1ccc2nc(-c3ccco3)c(-c3ccco3)nc2c1	-2	2	1	39	-4	-0.4	3	-9	-7	4
O=C(CN1CCN(c2ccc(Cl)cc2)CC1)NCc1ccccc1	.	-5	1	1	-10	-0.2	-4	-4	17	-1
CCCCCn1c(-c2ccco2)nc2nc3ccccc3nc21	-1	4	-3	9	-12	0.1	-1	12	20	14
CCn1cc(C(=O)OCC(=O)OC2CC(C)CCC2C(C)C)c(=O)c2ccc(C)nc21 (stereo unspecified)	-4	-4	0	21	1	-0.3	0	-17	-24	-7
O=C(NC1CCCC1)C(c1ccncc1)N(C(=O)c1csnn1)c1ccccc1 (stereo unspecified)	0	2	3	16	7	-16	-2	8	14	-6
CN(CC(=O)Nc1ccc(F)c(F)c1F)C(=O)c1ccc(-n2cncn2)c([N+](=O)[O-])c1	1	1	3	-6	.	2.0	.	.	9	4
Brc1ccc(-c2nc(-c3ccncc3)no2)cc1	0	11	2	10	-6	0.2	-2	-79	-184	12
CCC(=O)Nc1nc(C)c(C(=O)N2CCCCC2)s1	-1	-1	-1	7	-3	0.0	-4	2	5	8
O=C(CN1C(=O)COc2ccccc21)NCCCN1CCN(Cc2ccccc2)CC1	-4	2	2	17	0	-0.2	0	-21	8	10
Cc1ccc(CNC(=O)[C@@H](NC(=O)C2CCN(C(=O)[C@@H](N)CC(C)C)CC2)C(C)C)cc1	-1	-15	-2	18	-1	0.0	-2	-13	21	-19
COc1ccc(NC(=O)C2(c3ccccc3)CCCC2)cc1	-1	-8	1	14	-3	0.5	4	-32	10	5
CC(C)=CCN1CCN(Cc2ccc(C)s2)CC1CCO (stereo unspecified)	-5	1	2	19	1	-0.5	-2	13	-2	2
CCOCCCNC(=O)C(NC(=O)Cc1c[nH]c2ccccc12)c1ccccc1 (stereo unspecified)	-1	-10	-6	33	-3	0.1	-1	-23	-17	-3
COc1ccc(N(CC(=O)NCc2ccccc2C)S(=O)(=O)c2ccc(C)cc2)cc1OC	2	6	-1	27	2	-0.8	1	-11	0	-12
Cc1ccc(NC(=O)C2CCCO2)c(Br)c1 (stereo unspecified)	-1	3	-1	17	.	1.0	.	.	-55	19
Cc1ccc(CNC(=O)/C=C/c2ccccc2Cl)cc1	-1	10	3	-93*	2	0.7	2	-44	-28	24
O=C(c1ccc(Sc2cccc(Cl)c2)c([N+](=O)[O-])c1)N1CCN(c2ccccn2)CC1	-1	2	-4	23	11	-0.4	-3	-12	-15	14
COc1ccc(C2=NOC(C(=O)NCc3ccco3)C2)cc1 (stereo unspecified)	1	-3	-1	11	25*	1.9	-1	15	-77	-1
(next part)
SMILES	GSK3 alpha inh	HSF1 inh	GSK3beta inhib	AI-2 QS mod	IEC-6 cytotox	HIF activator	HSP90 inh	KLF5 inh	aSyn 5UTR inh	HSF-1 act
CCOC(=O)c1cccc(N2C(=O)C3C(C(=O)NC4CC4)C4(C)C=CC3(O4)C2C(=O)NC(C)(C)C)c1 (stereo unspecified)	-1	-7	0	18	-4	0.0	-3	-14	27	18
CCc1ccccc1NC(=O)CCc1nc(-c2ccc(C)cc2)no1	2	1	0	34	-8	0.8	-1	2	-2	4
COc1ccc(Cc2c(O)nc(SCC(=O)NC(C)(C)C)[nH]c2=O)cc1	-3	-1	0	7	-8	-0.2	2	-3	-7	-10
CCOC(=O)/C(C#N)=C\c1ccc(N2CCN(C)CC2)cc1	2	5	-4	16	-6	0.5	-3	-41	6	20
COc1cc(C2NC(=O)NC(C)=C2C(C)=O)cc(OC)c1OC (stereo unspecified)	.	-8	-1	10	0	-0.5	-1	3	15	-12
COC(=O)CNC(=O)CSc1nc(N)cc(=O)[nH]1	-3	-9	2	5	-3	0.0	-1	-17	14	-17
COc1cc(C(=O)Nc2ccc(-n3cnnn3)c(C)c2)cc(OC)c1OC	-1	-1	-3	7	2	0.1	0	-5	9	9
COc1ccc(C2Nc3ccccc3C(=O)N2NS(=O)(=O)c2ccccc2)cc1OC (stereo unspecified)	0	-3	3	4	10	0.6	-1	-39	-4	8
COc1cc(/C=N/NC(=O)Cn2cnc3c2c(=O)n(C)c(=O)n3C)ccc1O	-2	13	0	26	-6	-0.3	1	-33	9	41

Source: PubChem BioAssay
